Source: PubChem (several laboratories)
Myeloid diff 2 – promotes myeloid progenitor differentiation | ER-HoxA9 myeloid progenitors, lysozyme-GFP differentiation, flow cytometry | calls only at 10 µM | hit rate 1% among 360,000 | AID 624256;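 active = normalized GFP-positive differentiation at or above the plate's own cutoff, the solvent-only control mean plus 3 SD; inconclusive = no clear call, values can overlap the other calls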;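 also: cells exposed to compound for four days before flow analysis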
MgcRacGAP inhibition – MgcRacGAP GTPase-activating activity inhibitors, confirmation, biochemical, ADP Hunter fluorescence | inhibition, % at 30 µM; hits with a dose series show IC50 in µM | hit rate 0.6% among 340,000 | MgcRacGAP-stimulated Rac1 GTP hydrolysis, ADP Hunter fluorescence; higher % means a stronger effect; GST-tagged Rac1 F28L mutant substrate;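 active = first-screen hits whose inhibition reached a set limit at any dose in the follow-up dose series; inconclusive = inhibition above the set first-screen limit but never retested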;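 also: fluorescence reports GDP produced by GAP-driven GTP hydrolysis; strong numbers were not always called active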
GPR55 antagonists – GPR55 antagonists blocking LPI-driven arrestin recruitment, primary screen, imaging, U2OS, beta-arrestin-GFP, LPI agonist (AID 2013). U2OS GPR55 beta-arrestin-GFP translocation imaging, LPI antagonism; higher % means a stronger effect. inhibition, % at 10 µM; hits with a dose series show IC50 in µM. hit rate 0.13% among 290,000;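 active = spots per cell inhibited over 60%, with over 100 cells counted and total cytoplasm intensity under 500,000; inconclusive = wells with under 100 cells, flagged as likely toxic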;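 also: U2OS cells stably carrying GPR55 and arrestin-GFP stimulated by 5 µM LPI near EC80; imaged beta-arrestin-GFP aggregate spots per cell after agonist stimulation; plate controls were LPI-stimulated DMSO wells for no effect and DMSO wells without LPI for full effect; some results filed as inactive read as strong as hits; confirmed hits need IC50 under 10 µM and bright autofluorescent wells are also inconclusive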
NTR1 ag – agonists of NTR1, primary screen, imaging, U2OS cells, beta-arrestin-GFP, high content (AID 493036) | P30989 | NTR1-U2OS beta-arrestin-GFP spot imaging, agonist mode | activation, % at 20 µM | hit rate 0.17% among 330,000;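 active = activation at or above 40% of the spot to cytoplasm intensity ratio, with at least 20 cells analyzed; inconclusive = wells under 20 cells, flagged as cytotoxic or low count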;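 also: 0% = DMSO without peptide and 100% = 100 nM NTR1 peptide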
Target sequence (P30989 whole entry, looked up): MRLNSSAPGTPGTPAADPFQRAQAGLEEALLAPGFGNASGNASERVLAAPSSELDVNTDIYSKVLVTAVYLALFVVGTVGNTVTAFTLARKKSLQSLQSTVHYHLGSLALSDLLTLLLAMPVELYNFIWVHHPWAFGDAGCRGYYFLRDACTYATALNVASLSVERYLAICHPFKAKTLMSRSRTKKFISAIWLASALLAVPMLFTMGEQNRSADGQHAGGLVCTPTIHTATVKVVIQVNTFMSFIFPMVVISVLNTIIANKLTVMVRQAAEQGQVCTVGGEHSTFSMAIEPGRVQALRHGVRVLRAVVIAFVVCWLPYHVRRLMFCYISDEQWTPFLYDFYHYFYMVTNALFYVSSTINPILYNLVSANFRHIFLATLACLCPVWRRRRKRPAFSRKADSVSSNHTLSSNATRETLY
HIV peptide binding – inhibitors of HIV fusion peptide binding, primary screen, biochemical, uHTS, fluorescence dequenching (AID 1986) | cell-free peptide binding, fluorescence dequenching, 30 min; higher % means a stronger effect | hit rate 0.3% among 290,000 | inhibition, % at 20 µM; hits with a dose series show IC50 in µM; in the data active = inhibition mostly above about 52%, no sharp cut-off; inactive = mostly below about 76%; also: some results filed as inactive read as strong as hits
LYP inhibition – PTPN22 lymphoid phosphatase activity blockers – biochemical, fluorescence intensity, uHTS (AID 1779); recombinant LYP phosphatase, fluorescence intensity; higher % means a stronger effect; one-dose inhibition, % at 11.5 µM; IC50 in µM for titrated hits; hit rate 0.054% among 290,000; in the data active = inhibition above about 50%;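 also: plate controls were vehicle with enzyme for no effect and no enzyme for full effect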
Siah-1 displacement – Siah-1 peptide-binding antagonists, primary screen, biochemical, fluorescence polarization, rhodamine-plectin, uHTS (AID 1817); displacement, % at 20 µM, or IC50 in µM where a hit was titrated; Siah-1 / rhodamine-plectin peptide fluorescence polarization; higher % means a stronger effect; hit rate 0.02% among 290,000;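 active = displacement of at least 50% at 20 µM, with a fluorescence ratio check between 0.3 and a set limit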;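 also: plate controls were Siah plus tracer with DMSO for no effect and tracer alone without Siah for full effect; strong numbers were not always called active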
Salmonella PhoP GFP – inhibitors of PhoP regulon expression, primary screen, Salmonella Typhimurium, GFP reporter (AID 1863); S. Typhimurium PhoP-regulated promoter GFP reporter, 4 h; higher % means a stronger effect; hit rate 0.16% among 300,000; one-dose inhibition, % at 50 µM; IC50 in µM for titrated hits;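 active = inhibition over 29.93%, a cutoff 3 SD above the screen mean, later confirmed by dose response; inconclusive = inhibition over 29.93% but no dose response follow-up; inactive = inhibition at most 29.93% or unconfirmed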;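 also: 0% = low Mg2+ inducing control and 100% = high Mg2+ repressing control; strong numbers were not always called active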
GPR35 antagonists – inhibition of zaprinast-stimulated GPR35 beta-arrestin translocation – imaging, U2OS, beta-arrestin-GFP, zaprinast agonist, primary screen (AID 2058) | U2OS GPR35 beta-arrestin-GFP translocation imaging, zaprinast antagonism; higher % means a stronger effect | hit rate 0.052% among 290,000 | one-dose inhibition, % at 10 µM; IC50 in µM for titrated hits;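 active = inhibition of at least 50% with at least 30 cells and total cytoplasm GFP at most 10,000,000; inconclusive = under 30 cells or total GFP of 10,000,000 plus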
NTR1 ag cell count 20 µM – recorded beside NTR1 ag, whose call it bears; cell count; measured here: cell count, cytotoxicity flag
Myeloid diff 2 GFP+ MAC1+ % – second read-out of Myeloid diff 2, no call of its own (marks repeat the call); GFP+ MAC1+ double positive, %; measured here: differentiation confirmed by MAC1 staining
The depositor's hits bear a star; i = inactive; ? = inconclusive; nt = not tested or not shown; + = active, no number.

SMILES	Myeloid diff 2	Myeloid diff 2 GFP+ MAC1+ %	MgcRacGAP inhibition	GPR55 antagonists	NTR1 ag	NTR1 ag cell count 20 µM	HIV peptide binding	LYP inhibition	Siah-1 displacement	Salmonella PhoP GFP	GPR35 antagonists
CCCC(=O)N(CCN(Cc1ccccc1)C(=O)CCC)Cc1ccccc1	i	1.5	2%	13%	0.5	73	-1.3%	-8%	-2%	8%	-1%
COc1ccc(/C=C2\SC(=S)N(CCC(=O)Nc3cccc(O)c3)C2=O)cc1OC	i	0.6	11%	-1%	-1.0	95	1.0%	-4%	-5%	12%	-8%
CCc1nnc(NC(=O)CCC(=O)NCC2CCCO2)s1 (configuration not stated)	i	0.9	7%	-8%	2.0	57	-0.1%	-9%	-2%	-5%	8%
Cc1ccc(-c2nc3ncccc3n2O)cc1	i	0.3	6%	4%	1.8	103	3.0%	5%	2%	2%	2%
O=C(CNCc1cccnc1)Nc1cc(C(F)(F)F)ccc1N1CCOCC1	i	0.3	28%	9%	-1.0	57	2.9%	-2%	2%	-7%	3%
CCc1nc(SCC(=O)NCC2CCCO2)c2oc3ccccc3c2n1 (configuration not stated)	i	0.9	8%	0%	1.1	56	-1.7%	2%	1%	-11%	3%
Cc1c(NC(=O)COC(=O)c2ccc(S(=O)(=O)N3CCOCC3)cc2)c(=O)n(-c2ccccc2)n1C	i	0.8	5%	11%	0.3	40	-1.1%	-5%	-6%	7%	1%
COc1ccc2oc(=O)c(C(=O)NCc3ccc4c(c3)OCO4)cc2c1	i	0.1	9%	18%	0.0	45	2.6%	-6%	-7%	3%	29%
C=CCNC(=O)c1ccc(CN2CCC(Cc3ccccc3)CC2)cc1	i	0.5	-19%	6%	-0.8	65	-0.6%	-11%	3%	-1%	14%
COc1cc(-c2nc3n(c(=O)c2C#N)CCS3)cc(OC)c1OC	i	1.1	8%	14%	1.9	67	-0.5%	-3%	2%	-2%	26%
CS(=O)(=O)N(CCc1ccccc1)CC(=O)N1CCCCC1	i	0.8	2%	9%	0.1	72	0.7%	0%	2%	4%	-9%
Cc1nn(Cc2ccc(F)cc2)c(C)c1NC(=O)c1cc2ncc(Br)cn2n1	i	0.2	7%	-1%	-1.2	64	2.0%	1%	5%	-1%	-3%
CCC(=O)N1CCc2cc(S(=O)(=O)CCC(=O)N3CCCC(C)C3)ccc21 (configuration not stated)	i	0.5	9%	-12%	-0.3	67	0.2%	-13%	4%	-1%	5%
CN(C(=O)c1ccc2c(=O)n3c(nc2c1)CCCCC3)c1ccccc1F	i	0.0	-10%	5%	-0.9	60	-0.1%	-3%	0%	-2%	16%
Fc1cccc(Cl)c1CSc1nnc(CNc2ccccc2)o1	i	0.6	6%	13%	0.6	33	0.0%	-2%	2%	-5%	-2%
C=C1C(C(=O)Nc2ccc(F)cc2)C1C(=O)Nc1ccc(F)cc1 (configuration not stated)	i	0.3	1%	-5%	1.7	70	0.2%	-7%	-4%	-7%	2%
COc1ccc(C)cc1NC(=O)c1nn(-c2ccccc2)cc1OC	i	8.1	8%	3%	16	54	-0.9%	-2%	-8%	6%	6%
CCOC(=O)c1ccc(N/C(=N\S(=O)(=O)c2ccccc2C)c2ccccc2)cc1	i	0.2	15%	4%	5.0	52	1.0%	-4%	2%	3%	-12%
COc1cccc2[nH]c(C(=O)NCC3CCCO3)cc12 (configuration not stated)	i	0.8	2%	-4%	-1.0	78	1.1%	0%	-3%	-10%	4%
O=C(CCc1ccccc1)C(=O)N1CCCC(C(=O)c2cccc(Cl)c2)C1 (configuration not stated)	i	0.2	2%	12%	3.5	54	-0.5%	0%	7%	-2%	10%
C=C(C)C1CC=C(C)/C(=N\NC(=O)CNc2ccccc2OC)C1 (configuration not stated)	i	0.1	1%	1%	3.1	91	-0.7%	-1%	1%	7%	-7%
CCS(=O)(=O)n1nc(-c2ccc(Cl)cc2)nc1SC	i	0.4	8%	6%	1.6	71	-0.8%	-7%	1%	12%	3%
CCOC(=O)N1CCN(c2c(N3CCc4ccccc4C3)c(=O)c2=O)CC1	i	2.2	2%	1%	-2.0	85	-0.7%	-4%	4%	-1%	8%
Cc1ccc(CNc2nc3c([nH]2)c(=O)n(C)c(=O)n3C)cc1	i	0.3	9%	-9%	-1.4	57	-1.2%	-7%	-2%	-2%	8%
CCOc1ccc(CCNC(=O)/C=C/c2ccco2)cc1OCC	i	0.6	9%	-3%	-1.6	60	-1.0%	-8%	-2%	-2%	6%
O=C(CNC(=O)c1ccc(Oc2ccccc2)cc1)OC1CCCCC1=O (configuration not stated)	+	6.7*	8%	7%	0.1	53	-0.3%	-7%	-8%	-3%	-3%
O=C(COC(=O)Cc1ccc(Cl)cc1)Nc1c(F)cccc1F	i	0.7	7%	-9%	2.8	94	0.8%	-4%	4%	-5%	-5%
CCC(=O)N(CC)C1=C(O)c2ccccc2C(=O)C1=O	i	0.5	-6%	7%	0.2	83	-0.5%	-1%	3%	2%	11%
O=C(NCC(=O)N(c1ccc2c(c1)OCCO2)C(C(=O)NC1CCCC1)c1ccco1)c1ccco1 (configuration not stated)	i	0.8	-3%	9%	1.1	55	1.0%	3%	-2%	-8%	8%
CC1=C(C(=O)NCc2ccccc2)C(c2ccccc2OCC(N)=O)NC(=O)N1 (configuration not stated)	i	5.7	1%	-12%	-1.0	47	-3.1%	3%	1%	-9%	2%
COc1ccc(CNC(=O)CSc2nnc(-c3ccc(NC(C)=O)cc3)n2C)cc1	i	6.0	1%	3%	-1.7	57	-2.9%	-4%	-8%	12%	7%
COc1ccc2[nH]c(=O)c(CN(c3ccccc3)S(=O)(=O)c3ccccc3)cc2c1	i	0.4	-1%	14%	4.6	58	2.4%	0%	1%	-3%	-3%
O=C(NCc1ccco1)C1CCCN(S(=O)(=O)c2ccc(-n3cnnn3)cc2)C1 (configuration not stated)	i	0.8	12%	-19%	1.4	58	0.4%	-5%	-2%	-13%	4%
CN(C)c1nccc(Nc2ccccc2)c1C#N	i	1.0	5%	-8%	-0.8	45	2.3%	-4%	1%	-10%	11%
CCc1ccccc1NC(=S)N(CCN1CCOCC1)C1CCN(C(C)=O)CC1	i	0.2	12%	-12%	1.1	54	-1.7%	-5%	-1%	-12%	7%
COc1ccc(-n2c(=O)c3c4c(sc3n3c(=S)[nH]nc23)COC(C(C)C)C4)cc1 (configuration not stated)	i	0.6	nt	9%	0.2	45	5.3%	0%	8%	-7%	5%
CCOC(=O)N/N=C(\C)c1cccs1	i	0.1	3%	5%	-0.5	44	-1.5%	-4%	8%	8%	-7%
Cc1ccc(CNC(=O)C(=O)NCC(c2ccco2)N2CCOCC2)cc1 (configuration not stated)	i	0.3	4%	1%	-0.1	75	-1.0%	-4%	7%	-8%	4%
CC(C)C(NC(=O)c1ccccc1)C(=O)NCC(c1ccccc1)N(C)C (configuration not stated)	i	1.2	-5%	-5%	-0.6	78	0.1%	0%	-1%	-1%	3%
COc1ccccc1N1CCN(C(=O)CCc2nnc3ccc(N4CCCC4)nn23)CC1	i	1.2	6%	13%	1.5	60	-0.6%	-14%	-2%	2%	13%
O=C(/C=C/c1ccc(OC2CSC2)cc1)c1ccc(Cl)cc1	i	1.3	7%	24%	2.4	77	0.3%	-5%	-1%	7%	-1%
Cc1c(Cl)cccc1NS(=O)(=O)c1ccc2c(c1)C1C=CCC1C(c1ccc(C(=O)O)cc1)N2 (configuration not stated)	nt	nt	?	27%	1.0	67	5µM*	21µM*	8%	-38%	-26%
CCC(C(=O)Nc1nnc(-c2ccco2)s1)c1ccccc1 (configuration not stated)	i	0.9	20%	-5%	1.0	68	2.6%	-8%	-7%	0%	-12%
CC(=O)N1CCN(S(=O)(=O)c2cccc(C(=O)NCCc3ccc(Cl)cc3)c2)CC1	i	0.4	6%	nt	0.6	61	nt	nt	nt	-7%	nt
CC1CCCCN1C(=O)c1ccc(Br)o1 (configuration not stated)	i	0.0	5%	-4%	-0.7	65	0.4%	-8%	-5%	-3%	0%

With a hit mark in HIV peptide binding (from the list above):
Structure,Myeloid diff 2 GFP+ MAC1+ %,MgcRacGAP inhibition,HIV peptide binding,LYP inhibition,Siah-1 displacement,Salmonella PhoP GFP,GPR35 antagonists
Cc1c(Cl)cccc1NS(=O)(=O)c1ccc2c(c1)C1C=CCC1C(c1ccc(C(=O)O)cc1)N2 (configuration not stated),nt,?,5µM*,21µM*,8%,-38%,-26%

Remaining list, next part
SMILES	Myeloid diff 2	Myeloid diff 2 GFP+ MAC1+ %	MgcRacGAP inhibition	GPR55 antagonists	NTR1 ag	NTR1 ag cell count 20 µM	HIV peptide binding	LYP inhibition	Siah-1 displacement	Salmonella PhoP GFP	GPR35 antagonists
CCCN1CCN(S(=O)(=O)c2ccc(OC)c(Br)c2)CC1	i	0.4	-7%	-14%	-1.4	56	-0.8%	-6%	-4%	2%	9%
COC(=O)c1ccc(C(=O)NC2CCCN(Cc3ccc(Cl)cc3)C2)nc1 (configuration not stated)	i	0.6	7%	0%	-0.1	60	-0.2%	-7%	-2%	0%	-5%
COc1ccc2cc(C(=O)N3CCOCC3)sc(=O)c2c1OC	i	1.2	7%	6%	2.3	54	0.4%	-4%	3%	-7%	6%
O=C(Cc1cccs1)Nc1cccc(C(=O)Nc2ccc(C(=O)O)cc2)c1	i	0.2	nt	1%	0.5	53	1.3%	-7%	13%	2%	0%
O=C(O)/C=C/C(=O)Nc1ccccc1C(=O)OCC(=O)c1ccc2c(c1)OCCO2	i	0.4	-4%	14%	-0.9	62	-1.7%	-4%	-6%	-8%	-7%
CC(C)CNC(=S)NNC(=O)c1ccco1	i	1.3	-2%	-5%	-0.6	73	-0.7%	-5%	1%	9%	2%
CCOc1ccc(NC(=O)NC2CC(=O)N(c3ccc(OC)cc3)C2)cc1 (configuration not stated)	i	0.6	5%	14%	-0.5	45	-1.9%	-4%	-4%	8%	1%
COc1ccc(CC(=O)NNC(=O)COc2ccc(C)cc2)cc1S(=O)(=O)N1CCOCC1	i	1.3	1%	nt	1.3	57	nt	nt	nt	-7%	nt
COc1ccc(OC)c(CN(CCN2CCOCC2)S(=O)(=O)c2ccc(NC(C)=O)cc2)c1	i	0.2	14%	7%	2.9	59	0.5%	-8%	-2%	-3%	-3%
